High-throughput results as filed in PubChem BioAssay.
FBW7 activator = activators of human E3 ligase FBW7; hit rate 0.13% among 650,000; Q969H0; AlphaScreen FBW7–phospho-cyclin E peptide binding, activator screen; normalized activity (activation), % at 26.1 µM; in the data active means normalized activity above about 1.9%;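 further: purified mutant Fbw7 with reduced substrate affinity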
GPR151 ag = activates the human receptor GPR151 | activation, % at 11.2 µM | hit rate 1% among 650,000 | PathHunter beta-arrestin GPR151 cells, luminescence; in the data active means activation above about 4.9%;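 further: 0% = median of compound wells and 100% = cells with positive control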
Target sequence (Q8TDV0 whole entry, looked up): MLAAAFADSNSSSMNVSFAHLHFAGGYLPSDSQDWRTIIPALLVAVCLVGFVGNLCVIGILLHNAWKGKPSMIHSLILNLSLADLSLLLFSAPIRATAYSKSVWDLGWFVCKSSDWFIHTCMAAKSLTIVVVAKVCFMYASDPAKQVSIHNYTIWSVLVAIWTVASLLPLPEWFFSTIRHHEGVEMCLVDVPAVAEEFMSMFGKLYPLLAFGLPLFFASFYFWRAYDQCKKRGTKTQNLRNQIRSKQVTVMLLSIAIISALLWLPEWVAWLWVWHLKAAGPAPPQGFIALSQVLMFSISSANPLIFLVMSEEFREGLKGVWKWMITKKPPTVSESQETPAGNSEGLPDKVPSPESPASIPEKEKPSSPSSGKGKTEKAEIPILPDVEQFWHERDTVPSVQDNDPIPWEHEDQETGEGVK
TEAD-YAP inh = TEAD-YAP interaction inhibition | HEK-TIYL cells, TEAD-Gal4/YAP UAS-luciferase luminescence | inhibition, % at 9.12 µM | hit rate 1.4% among 640,000 | AID 1259422; in the data active means inhibition above about 32%;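 further: 0% = median of test compound wells and 100% = reference inhibitor wells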
MITF inh = human MITF inhibition, primary screen; AlphaScreen MITF homodimerization, bead proximity signal; inhibition, % at 2.6 µM; hit rate 0.91% among 650,000; in the data active means inhibition above about 50%;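 further: 0% = vehicle wells with protein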
Target sequence (O75030 whole entry, looked up): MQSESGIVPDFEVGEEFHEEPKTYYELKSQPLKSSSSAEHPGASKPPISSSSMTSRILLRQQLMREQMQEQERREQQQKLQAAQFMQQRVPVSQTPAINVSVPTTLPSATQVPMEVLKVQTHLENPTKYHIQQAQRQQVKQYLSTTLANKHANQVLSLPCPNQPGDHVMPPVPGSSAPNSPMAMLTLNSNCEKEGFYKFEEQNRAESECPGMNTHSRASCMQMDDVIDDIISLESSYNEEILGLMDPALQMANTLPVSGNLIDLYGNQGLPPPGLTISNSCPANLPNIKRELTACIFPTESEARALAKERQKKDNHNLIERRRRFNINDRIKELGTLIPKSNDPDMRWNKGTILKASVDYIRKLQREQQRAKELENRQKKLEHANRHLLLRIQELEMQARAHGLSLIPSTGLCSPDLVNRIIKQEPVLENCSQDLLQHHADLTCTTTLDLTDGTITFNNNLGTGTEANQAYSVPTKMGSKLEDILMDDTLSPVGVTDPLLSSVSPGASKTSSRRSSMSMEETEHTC
Active calls of the source: *.

SMILES | FBW7 activator | GPR151 ag | TEAD-YAP inh | MITF inh
CCc1nc(SCc2ccc(Br)cc2)n[nH]1 | 0.0 | -0.8 | -42.7 | 4.4
CCN=C(NCC)SC1CC(=O)N(CCc2ccccc2)C1=O (centres undefined) | 0.1 | -0.8 | -4.6 | 11.1
O=C(OCCN1CCOCC1)c1c(Cl)nc2sccn12 | 0.0 | -1.5 | -5.2 | 68.3*
O=C(CN1C(=O)CCC1=O)Nc1cccc2c1C(=O)NC2=O | -0.1 | -1.1 | 0.2 | -8.1
Cc1ccccc1NC(=O)c1ccc(C)c(S(=O)(=O)Nc2ccc(C(=O)O)cc2)c1 | -0.1 | 0.0 | 3.3 | 6.9
O=C1NCCN(Cc2ccc(Cl)c(F)c2)C1CC(=O)N1CCCCO1 (centres undefined) | 0.0 | -0.1 | 9.3 | 11.9
O=C(COC(=O)CCC(=O)c1ccc(F)cc1)NC(=O)NCc1ccccc1 | 0.1 | 0.7 | 0.8 | 3.9
CN1C2=C(C(=O)CC(C)(C)C2)C(c2ccc(OCC(=O)O)cc2)C2=C1CC(C)(C)CC2=O | -0.1 | -1.2 | -4.2 | -1.1
COc1ccc(N=c2scc(-c3ccc(S(=O)(=O)N4CCOCC4)cc3)n2CCCO)cc1 | -0.1 | 3.0 | 6.1 | 6.9
c1ccc(Nc2nc(-c3cccnc3)cs2)nc1 | 0.0 | -0.8 | -59.6 | -0.5
O=C(Nc1nc2ccccc2s1)c1c(Cl)cccc1Cl | -0.1 | 0.5 | 4.3 | 7.9
O=C1/C(=C/c2cc([N+](=O)[O-])ccc2O)SC(=S)N1Cc1ccco1 | 0.1 | -0.4 | 12.9 | 26.4
COc1ccc(NC(=O)C2C3C=CC4(O3)C2C(=O)N(Cc2ccc3c(c2)OCO3)C4C(=O)NC2CCCCC2)cc1 (centres undefined) | -0.1 | 1.7 | -0.1 | -2.9
COc1cccc(NC(=O)c2ccnc(N3CCC(C(=O)O)CC3)c2)c1 | -0.1 | -2.5 | -6.8 | -7.5
CC(C)(C)c1ccc(C(=O)Nc2sccc2C(N)=O)cc1 | -0.1 | -5.9 | 68.7* | -3.8
COCC(=O)Nc1ccc2c(C)cc(C(F)(F)F)nc2n1 | 0.6 | 2.3 | 5.6 | 16.2
N#C/C(=C(/O)CCCl)c1ccc2ccccc2n1 | 0.2 | -1.7 | -4.1 | 5.6
Cc1ccc(-n2c(SCC(=O)NC3CCCC3)nc3ccsc3c2=O)cc1C | 0.0 | -2.0 | 1.9 | 6.9
CCn1c(SCC(=O)Nc2cccc(OC)c2)nnc1-c1ccccc1 | 0.0 | 0.6 | 16.7 | 10.8
Cc1ccc(-c2c(C(=O)Nc3ccccc3F)oc(=O)c3ccccc23)cc1 | 0.1 | -0.1 | 0.8 | 33.5
COc1ccc(C(c2nnnn2CCc2ccccc2)N2CCC(C(N)=O)CC2)cc1 (centres undefined) | 0.1 | 0.0 | -4.5 | 6.9
COc1ccc(/C=C/C2=NC(=C\c3ccc(Br)cc3)/C(=O)O2)cc1 | 0.0 | 2.0 | -7.1 | 3.0
C=CCNC(=S)N/N=C1\CCS(=O)(=O)c2ccccc21 | -0.2 | 0.3 | 11.4 | 3.9
COc1ccc(N2C(=O)CC(SCc3ccccc3)C2=O)cc1 (centres undefined) | 0.1 | -0.4 | 2.6 | -12.4
Cc1cccc(C)c1NC(=O)CSc1cc(C)c2ccccc2n1 | 0.1 | -0.3 | 0.1 | -8.4
COc1ccc(OCCOc2ccc(C=C3C(=O)NC(=S)NC3=O)cc2OC)cc1 | 0.0 | 2.0 | 8.0 | 8.1
O=C(CSc1cn(CCNC(=O)c2ccc(F)cc2)c2ccccc12)Nc1ccc(Br)cc1 | 0.1 | 0.5 | 17.8 | -3.2
O=C1CN(CC(=O)Nc2cc(Cl)ccc2Cl)CCN1 | -0.1 | 0.1 | 7.7 | -1.6
CC(=O)Nc1ccc(NC(=O)CSc2nnc(-c3ccccc3N)n2C)cc1 | -0.1 | 0.6 | 6.9 | 1.6
CCOc1ccc(/C(O)=C2/C(=O)C(=O)N(CCN(CC)CC)C2c2ccc(OC)cc2)cc1C (centres undefined) | -0.2 | -0.6 | 0.8 | 2.5

17 entries from above, ordered by heavy-atom count, highest first.
SMILES | FBW7 activator | GPR151 ag | TEAD-YAP inh | MITF inh
COc1ccc(NC(=O)C2C3C=CC4(O3)C2C(=O)N(Cc2ccc3c(c2)OCO3)C4C(=O)NC2CCCCC2)cc1 (centres undefined) | -0.1 | 1.7 | -0.1 | -2.9
CCOc1ccc(/C(O)=C2/C(=O)C(=O)N(CCN(CC)CC)C2c2ccc(OC)cc2)cc1C (centres undefined) | -0.2 | -0.6 | 0.8 | 2.5
COc1ccc(N=c2scc(-c3ccc(S(=O)(=O)N4CCOCC4)cc3)n2CCCO)cc1 | -0.1 | 3.0 | 6.1 | 6.9
CN1C2=C(C(=O)CC(C)(C)C2)C(c2ccc(OCC(=O)O)cc2)C2=C1CC(C)(C)CC2=O | -0.1 | -1.2 | -4.2 | -1.1
COc1ccc(C(c2nnnn2CCc2ccccc2)N2CCC(C(N)=O)CC2)cc1 (centres undefined) | 0.1 | 0.0 | -4.5 | 6.9
Cc1ccccc1NC(=O)c1ccc(C)c(S(=O)(=O)Nc2ccc(C(=O)O)cc2)c1 | -0.1 | 0.0 | 3.3 | 6.9
Cc1ccc(-c2c(C(=O)Nc3ccccc3F)oc(=O)c3ccccc23)cc1 | 0.1 | -0.1 | 0.8 | 33.5
CCn1c(SCC(=O)Nc2cccc(OC)c2)nnc1-c1ccccc1 | 0.0 | 0.6 | 16.7 | 10.8
O=C1NCCN(Cc2ccc(Cl)c(F)c2)C1CC(=O)N1CCCCO1 (centres undefined) | 0.0 | -0.1 | 9.3 | 11.9
COc1ccc(/C=C/C2=NC(=C\c3ccc(Br)cc3)/C(=O)O2)cc1 | 0.0 | 2.0 | -7.1 | 3.0
COc1ccc(N2C(=O)CC(SCc3ccccc3)C2=O)cc1 (centres undefined) | 0.1 | -0.4 | 2.6 | -12.4
O=C(CN1C(=O)CCC1=O)Nc1cccc2c1C(=O)NC2=O | -0.1 | -1.1 | 0.2 | -8.1
COCC(=O)Nc1ccc2c(C)cc(C(F)(F)F)nc2n1 | 0.6 | 2.3 | 5.6 | 16.2
O=C(OCCN1CCOCC1)c1c(Cl)nc2sccn12 | 0.0 | -1.5 | -5.2 | 68.3*
O=C1CN(CC(=O)Nc2cc(Cl)ccc2Cl)CCN1 | -0.1 | 0.1 | 7.7 | -1.6
c1ccc(Nc2nc(-c3cccnc3)cs2)nc1 | 0.0 | -0.8 | -59.6 | -0.5
CCc1nc(SCc2ccc(Br)cc2)n[nH]1 | 0.0 | -0.8 | -42.7 | 4.4

Continuation:
SMILES | FBW7 activator | GPR151 ag | TEAD-YAP inh | MITF inh
CC(=O)OC12CC3CC(C1)C(CC3=O)C2 (centres undefined) | -0.1 | 2.9 | -2.3 | 3.4
COc1ccccc1NC(=O)c1sc2ncn(Cc3ccccc3Cl)c(=O)c2c1C | 0.0 | 0.3 | -6.4 | 2.7
Cc1cccc2cc(CN(Cc3ccco3)C(=O)c3cnccn3)c(Cl)nc12 | -0.2 | 0.1 | -4.8 | 0.6
CCC1CCCN1CNC(=O)c1cc(OC)c(OC)c(OC)c1 (centres undefined) | 0.0 | -0.6 | -2.7 | -9.7
O=C(NC1(c2ccccc2)CC1)c1cc(COc2c(F)cccc2F)on1 | 0.0 | -0.9 | -4.5 | -9.2
Cc1cccc(NC(=O)CCCN2C(=O)c3cccc4cccc(c34)C2=O)c1 | -0.2 | -1.6 | -2.0 | 4.3
COc1cc(Nc2nc(-c3csc4ccccc34)nc3c2ncn3CCN2CCCC2=O)cc(OC)c1OC | 0.0 | 0.0 | -7.9 | -5.9
Cn1c(=O)c2c(SCC(=O)NC3CCCCC3)nc(C3CC3)nc2n(C)c1=O | -0.1 | -0.4 | 1.8 | 9.2
CCOc1ccc2c(c1)[nH]c(=S)n2C | 0.5 | -0.9 | -1.1 | 20.1
Cc1nc(SCC2=C(C(=O)OC(C)C)C(c3ccccc3I)C(C#N)=C(N)O2)c(C#N)c(C)c1C (centres undefined) | 0.0 | -1.2 | -7.6 | -2.6
C=CCn1c(=S)[nH]c2cc(C(=O)N3CCCC3)ccc2c1=O | -0.1 | -0.4 | 9.4 | 6.8
COc1cccc(NC(=O)C(=O)N/N=C/c2ccccc2[N+](=O)[O-])c1 | -0.2 | -0.2 | -27.9 | -0.6
C=CCOCC(O)Cn1c(NCCO)nc2c1c(=O)[nH]c(=O)n2C (centres undefined) | 0.1 | -0.3 | 2.6 | 6.1
Cc1cc(NC(=O)c2cc(-c3ccccc3F)no2)no1 | 0.0 | 1.0 | 1.4 | 4.4
CC(C)(C)C(=O)CSc1nc2ccsc2c(=O)n1-c1ccccc1 | -0.2 | 0.2 | -4.8 | -4.8
Clc1ccc(Nc2nc(N3CCOCC3)nc(N3CCOCC3)n2)cc1 | -0.2 | -0.1 | -6.2 | -0.9
C=CCNc1nc(C(C)C)nc2c1nnn2Cc1ccccc1 | -0.3 | 0.4 | -11.6 | -6.9
CCCCOc1ccc(C(=O)Nc2nc(-c3ccc(C)cc3)c(-c3ccccc3)s2)cc1 | 0.1 | 1.0 | 3.7 | -6.0
CCN(CC)c1nc(Nc2cc(OC)c(OC)c(OC)c2)nc(N2CCc3ccccc3C2)n1 | 0.3 | -1.2 | -14.5 | 18.0
CCOC(=O)c1cc([N+](=O)[O-])sc1NC(=O)CC | 0.2 | 1.0 | -9.3 | 1.1
O=S(=O)(Nc1nccs1)c1ccc(NCc2cc(Br)ccc2O)cc1 | -0.1 | 0.7 | -0.4 | -8.1
CC(C)CC(=O)NCC(c1ccco1)N1CCOCC1 (centres undefined) | 0.0 | 0.5 | 14.7 | 3.0
COc1ccc(OC)c(N2C(=O)C3CC(C)=C(C)CC3C2=O)c1 (centres undefined) | 0.0 | -1.2 | -0.9 | 4.5
O=C(Cc1ccc(Cl)cc1)OCc1cc(-c2cccs2)on1 | 0.2 | 1.0 | -16.4 | -2.6
O=C(CSc1ncccn1)NC1CCCc2ccccc21 (centres undefined) | 0.1 | -0.1 | 0.7 | 0.4
COc1ccc(CCNC(=O)COc2cccc3ccc(N4CCCC4)nc23)cc1OC | 0.1 | -0.1 | 17.9 | 4.2
O=C1CCc2cc(S(=O)(=O)NC(C(=O)NCc3ccccc3)c3ccccc3)ccc2N1 (centres undefined) | 0.0 | -0.3 | 4.2 | -20.3
CC1=C(C(=O)Nc2ccccc2C)C(c2ccccc2)NC(=O)N1C (centres undefined) | -0.1 | 1.5 | -1.3 | 2.8
CC(=O)Oc1ccc(-c2cnc3ccccc3n2)cc1 | 0.1 | -7.9 | 40.2* | 5.8
Cc1ccc(F)cc1N1C(=O)CSC1c1ccc([N+](=O)[O-])cc1 (centres undefined) | -0.1 | -1.9 | 9.3 | -3.6
CC1=NOC(=O)/C1=C/c1ccc(OCc2ccc(F)cc2)cc1 | -0.2 | -5.3 | -17.1 | 11.9
c1ccc(Cc2nn3c(Cn4cnc5ccccc54)nnc3s2)cc1 | 0.0 | 0.7 | 6.3 | 0.5
Cc1nnc(SCC(=O)c2ccc(O)c(O)c2)s1 | -0.1 | -2.4 | -37.7 | 3.5
CCOC(=O)C(=O)C1=CN(Cc2ccccc2)C=C(C#N)C1 | 0.0 | 2.2 | -4.0 | 14.8
Cc1nc(NC(=O)/C=C/c2ccc(Cl)c(Cl)c2)sc1C | 0.1 | -1.3 | 7.6 | -2.5
c1ccc(N(c2ccccc2)c2nc(N3CCCCC3)nc(N3CCOCC3)n2)cc1 | -0.1 | -0.2 | 2.1 | 0.9
CN(C)c1ccc(C(c2nnnn2C(C)(C)C)N2CCc3ccccc3C2)cc1 (centres undefined) | -0.1 | -1.0 | 1.8 | 0.6
COC(=O)c1cc(NC(=O)c2cccc(NC(=O)c3ccccc3)c2)cc(C(=O)OC)c1 | 0.2 | -0.4 | 15.7 | 12.3
O=C(CSC1=NCCS1)Nc1ccc(Cl)cn1 | 0.1 | -0.5 | -10.6 | -0.6
COc1ccc(-c2nnc3ccc(SCC(=O)NC4CCCCC4)nn23)cc1OC | 0.1 | 0.1 | -7.8 | 3.2

Individual results from the entries so far.
COc1ccc(-c2nnc3ccc(SCC(=O)NC4CCCCC4)nn23)cc1OC @ FBW7 activator = 0.1
O=C(CSC1=NCCS1)Nc1ccc(Cl)cn1 @ TEAD-YAP inh = -10.6

Next records.
SMILES | FBW7 activator | GPR151 ag | TEAD-YAP inh | MITF inh
COc1ccc(N/C=C/C(=O)c2ccc(Cl)cc2)c(OC)c1 | -0.1 | 0.9 | -46.1 | -16.7
Cn1ccc(C(=O)NCC2Cc3cccc(-c4ccncc4)c3O2)n1 (centres undefined) | -0.5 | 1.3 | -15.4 | -4.7
CCN(CC)C(=O)/C(=C/c1ccc2c(c1)OCO2)NC(=O)c1ccc(OC)cc1 | -0.2 | -0.4 | -21.2 | 12.7
Nc1c(C(=O)NC2CCCCC2)c2nc3ccccc3nc2n1/N=C/c1ccccn1 | 0.3 | 1.1 | 0.6 | -20.6
O=C(Nc1ccc(Br)cn1)C1CC1 | -0.1 | -1.6 | -2.8 | 2.1
Cc1ccc(C)c(OCC(=O)NC(C)c2ccccc2)c1 (centres undefined) | -0.1 | -2.1 | 8.5 | 12.4
CCOC(=O)C1=C(C)N=c2s/c(=C/c3cc(Br)ccc3OC)c(=O)n2C1c1ccccc1 (centres undefined) | 0.0 | -0.4 | -10.1 | -2.4
O=C(COc1ccc(Cl)cc1Cl)NCc1n[nH]c(=S)n1-c1ccc(F)cc1 | -0.1 | 0.4 | 4.1 | -1.3
FC(F)(F)c1cc(-c2ccc(Cl)cc2)nc(NCCc2ccccc2)n1 | 0.9 | -0.6 | 4.5 | 7.7
O=C1NC(=O)C(=Cc2ccc(OC(=O)c3cccs3)cc2)C(=O)N1 | -0.1 | 0.9 | -2.1 | -2.8
Nc1cc(C(=O)c2ccccc2C(=O)O)ccc1Cl | -0.1 | 1.0 | -18.9 | 0.6

Rows were taken by chance; 3.4% or so of the library scored in one or more.
